Source: PubChem
Mm-Cpn inhibitor: inhibitors of Methanococcus maripaludis chaperonin (MmCpn) | Potency, µM (series often up to 76.9 µM), inactives show top-dose activity, negative = inhibition, most hits filed as inhibitors | 0.031% of 330,000 active | purified Mm-Cpn ATPase, ADP Transcreener TR-FRET; also: potency is read from the fitted curve at half-maximal effect; % is scaled to controls: 0 for no effect and ±100 for the full control effect; nearly all actives have a fitted effect of over 80% in size
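Reaction buffer contained 30 mM Tris pH 7.4, 100 mM KCl, 5 mM MgCl2 and 1 mM DTT. Mm-CPN (25 nM final) hydrolysed 10 uM ATP over 30 min at 37°C; ADP was read by HTRF.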
PTHR1 agonist: agonists of human PTHR1 parathyroid hormone receptor. AID 743266. Q03431. 0.075% of 410,000 active. HEK293 GP2 PTHR1 cells, GloSensor cAMP luminescence, 1 h. Potency, µM (highest dose often 115 µM), without a hit: at the highest dose activation, hits mostly activators; also: potency is read from the fitted curve at half-maximal effect; nearly all actives have a fitted effect of over 55% in size; some results filed as inactive show a strong effect at the top dose; inactives centre near -15; many of its hits are not listed in these tables
Target sequence (Q03431 whole entry, looked up): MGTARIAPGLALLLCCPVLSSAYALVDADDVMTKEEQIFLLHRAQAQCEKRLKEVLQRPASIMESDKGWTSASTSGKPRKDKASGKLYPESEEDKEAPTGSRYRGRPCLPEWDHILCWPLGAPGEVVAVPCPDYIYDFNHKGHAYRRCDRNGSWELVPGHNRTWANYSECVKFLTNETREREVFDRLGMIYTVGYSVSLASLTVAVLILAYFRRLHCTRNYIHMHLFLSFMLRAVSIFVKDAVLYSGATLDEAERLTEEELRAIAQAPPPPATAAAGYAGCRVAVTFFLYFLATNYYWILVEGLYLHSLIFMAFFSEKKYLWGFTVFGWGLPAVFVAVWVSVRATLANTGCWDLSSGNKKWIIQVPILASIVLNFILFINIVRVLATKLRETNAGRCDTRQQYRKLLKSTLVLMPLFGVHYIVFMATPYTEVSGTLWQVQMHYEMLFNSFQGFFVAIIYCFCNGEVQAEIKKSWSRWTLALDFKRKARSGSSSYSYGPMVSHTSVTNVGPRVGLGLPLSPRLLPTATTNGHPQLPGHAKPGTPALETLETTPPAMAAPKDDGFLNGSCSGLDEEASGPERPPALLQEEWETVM
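HEK-293-derived GP2 cells expressing PTHR1 and a GloSensor cAMP reporter, 3,000/well, plated overnight, given luciferin plus IBMX (each 0.5 mM as added) for 1 h at 37 °C, then compound for 1 h at 37 °C. Luminescence was read after 15 min at room temperature.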
pAkt inh: Akt phosphorylation inhibition. activity change, % for hits at 50 µM. Neuro2A IGF-stimulated pAkt S473 HTRF, 20 min; hits give low values. 0.32% of 360,000 active; in the data active = activity change below about -80%; inconclusive = mostly about -51% to -80%; also: % is scaled to controls: 0 for no effect and ±100 for the full control effect
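Single-point screen (50 µM final compound) in Neuro2A cells stimulated 20 min with 6 nM IGF at 37 deg C. After lysis, Ser473-phosphorylated Akt read by HTRF (ex 330 nm, em 615/665 nm) as the 665/615 ratio.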
D3 antag: D3 dopamine receptor (human) antagonism. AID 652054. P35462. max response, negative = inhibition, %. 2.5% of 360,000 active. D3R cells, DiscoveRx beta-arrestin luminescence, antagonist mode; hits give low values; in the data active = max response below about -50%; inconclusive = no clear call, values can overlap the other calls; also: % is scaled to controls: 0 for no effect and ±100 for the full control effect; mostly tested at two doses, the higher about 12 µM
Target sequence (P35462 whole entry, looked up): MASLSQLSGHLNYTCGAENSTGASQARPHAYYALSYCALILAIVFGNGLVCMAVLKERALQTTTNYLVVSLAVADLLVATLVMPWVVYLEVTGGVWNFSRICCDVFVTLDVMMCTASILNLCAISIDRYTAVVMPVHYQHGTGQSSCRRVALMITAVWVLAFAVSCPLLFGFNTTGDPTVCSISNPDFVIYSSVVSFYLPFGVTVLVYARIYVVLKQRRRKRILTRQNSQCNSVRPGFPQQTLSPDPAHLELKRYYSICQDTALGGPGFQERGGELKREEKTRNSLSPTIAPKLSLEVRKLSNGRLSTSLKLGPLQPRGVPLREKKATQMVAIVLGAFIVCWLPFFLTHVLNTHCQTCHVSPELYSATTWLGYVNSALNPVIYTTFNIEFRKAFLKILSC
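Cells expressing the human receptor were seeded at 1500 cells/well, incubated overnight at 37 degrees C in 5% CO2, then exposed to library compounds with dopamine controls for 90 minutes at 37 degrees C before luminescent detection.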
CCT modulator: changes cytosolic chaperonin activity; purified chaperonin ATPase assay, HTRF ADP detection, 30 min; activity change, % (test concentration not listed), hits read low; 0.3% of 360,000 active; AID 651819; in the data active = activity change below about -30%; also: % is scaled to controls: 0 for no effect and ±100 for the full control effect
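TRiC at 40 or 20 nM final (batch-dependent) in 30 mM Tris pH 7.4, 100 mM KCl, 5 mM MgCl2, 1 mM DTT, with compound at single 76 uM and 10 uM ATP, 30 min at 37 deg C. ADP detected by HTRF Transcreener, 665/615 ratio.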
EPAC2 antagonist: antagonists of human EPAC2; 0.18% of 360,000 active; Potency, µM (highest dose often 114 µM), inactives show at the top dose activity, negative = inhibition, hits mostly inhibitors; EPAC2 GEF exchange of Rap1B-BODIPY-GDP, fluorescence; also: potency is read from the fitted curve at half-maximal effect; % is scaled to controls: 0 for no effect and ±100 for the full control effect; nearly all actives have a fitted effect of over 45% in size; many of its hits are not listed in these tables
D3 ag: agonists of human D3 dopamine receptor; D3R DiscoveRx beta-arrestin cells, luminescence, 90 min; P35462; AID 652048; 0.58% of 410,000 active; max activation, %; in the data active = max activation above about 30%; also: 0% is about no effect; mostly tested at two doses, the higher about 12 µM
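Agonist-mode cell screen: cells plated at 1500/well and incubated overnight at 37 °C, then exposed to library compounds for 90 min at 37 °C. Detection reagent was added for 30–60 min at room temperature, and luminescence was read.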
EPAC2 ag: EPAC2 (human) agonism; AID 720711; EPAC2 activation, biochemical qHTS; response scale: 100% = 6.5 mM cAMP response; Q8WZA2; Potency, µM (series often up to 154 µM), without a hit: top-dose activation, hits mostly activators; 0.079% of 360,000 active; also: potency is read from the fitted curve at half-maximal effect; nearly all actives have a fitted effect of over 50% in size
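In this primary screen, activation is scored as increased exchange of BODIPY-GDP from Rap1B by 100 nM EPAC2, with 50 uM GDP as competitor. Signal is normalized to the 6.5 mM cAMP agonist control.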
Starred values were filed as active, the others as inactive; i = inactive; ? = inconclusive; . = no result given; [ ] = remark or other dose. Unless noted, calls follow the shape of the dose curve; as a rule, active = well fitted curve in the direction sought with a large enough effect; inconclusive = small, poorly fitted or top-dose-only effect, or another doubt; inactive = no such curve, though single readings can be large; an effect the other way counts as inactive or inconclusive. The list is partial (hit frequency here may not be typical).

SMILES	Mm-Cpn inhibitor	PTHR1 agonist	pAkt inh	D3 antag	CCT modulator	EPAC2 antagonist	D3 ag	EPAC2 ag
COc1ccc(C(=O)Nc2ccccc2C(=O)Nc2cc(C)ccn2)cc1	-1%	i	i	-63*	-2.9	-24%	3	13%
Cc1ccc(C2=Nc3ccccc3NC(C)(c3ccc(C)o3)C2)o1 (stereo not given)	-2%	-15%[57.5 µM]	i	?	-3.2	4%	1	4%
Cc1ccc2[nH]c(=O)c(CN(C(=O)c3cccc([N+](=O)[O-])c3)C(C)C)cc2c1	0%	-63%[inhibitor]	i	9	-2.7	22%	2	8%
COC(=O)N/N=C/c1ccc(OC(=O)c2ccco2)c(OC)c1	0%	i	i	-8	-0.8	1%	-4	6%
Cc1ccc(F)cc1NC(=O)C1CCCN(c2ncccn2)C1 (stereo not given)	-2%	-15%	i	-5	-2.9	-3%	-8	-5%
NC(N)=NS(=O)(=O)c1ccc(NC(=S)NC(=O)c2ccccc2)cc1	-1%	-4%	i	-4	-0.4	16%	4	-6%
CCCCNC(=O)CCNC(=O)c1ccc(C(C)(C)C)cc1	2%	-1%	i	-6	-0.5	9%	-8	-15%
C=CCNC(=O)CCCOc1cccc(C)c1	-1%	i	i	16	-1.1	4%	-4	-7%
Cc1cc(C)c(S(=O)(=O)N2CCOC2CNC(=O)C(=O)NCc2ccccn2)c(C)c1 (stereo not given)	-5%	-23%	i	-14	0.2	-3%	-4	7%
CC1CCC/C(=C\Nc2ccc(C(=O)O)c(O)c2)C1=O (stereo not given)	-2%	-19%	i	-9	1.7	8%	-12	-3%

Of the compounds above, these contain a furan ring, fused or not.
SMILES	Mm-Cpn inhibitor	PTHR1 agonist	pAkt inh	D3 antag	CCT modulator	EPAC2 antagonist	D3 ag	EPAC2 ag
Cc1ccc(C2=Nc3ccccc3NC(C)(c3ccc(C)o3)C2)o1 (stereo not given)	-2%	-15%[57.5 µM]	i	?	-3.2	4%	1	4%
COC(=O)N/N=C/c1ccc(OC(=O)c2ccco2)c(OC)c1	0%	i	i	-8	-0.8	1%	-4	6%

The results go on.
SMILES	Mm-Cpn inhibitor	PTHR1 agonist	pAkt inh	D3 antag	CCT modulator	EPAC2 antagonist	D3 ag	EPAC2 ag
CCOC(=O)c1cnc(-n2cc(C)cn2)nc1Nc1ccccc1OC	0%	-13%[57.5 µM]	i	36	-3.7	17%	29	-8%
COc1ccc(NC(=O)c2cccc(OC(=S)N3CCOCC3)c2)cc1	1%	-32%	i	1	3.2	2%	1	5%
CN(C)S(=O)(=O)c1ccc(-c2csnn2)s1	-2%	i	i	6	0.9	8%	1	2%
COc1cccc(NC(=O)c2ccc(NC(=O)C3CC(=O)OC34CCCCC4)cc2)c1 (stereo not given)	0%	-13%	i	0	-1.0	4%	-13	16%
CC(=O)c1c(O)c(C)c(-c2ccccc2)n(-c2ccccc2)c1=O	2%	i	i	?	0.8	8%	-10	-7%
O=C(c1cc2n(n1)C(C(F)(F)F)CC(c1ccco1)N2)N1CCN(c2ccccn2)CC1 (stereo not given)	0%	i	i	-9	-6.5	2%	-2	-7%
CSc1nc(C(C)C)ccc1CNC(=O)CC(C)c1ccccc1 (stereo not given)	0%	-30%	i	-11	0.0	14%	-2	-2%
Cc1csc(NC(=O)CSc2nnc(NC(=O)COc3ccc(Cl)cc3)s2)n1	3%	i	i	-3	-3.0	7%	-4	3%
CN(C1CCCC1)C1CCN(C(=O)CNC(=O)/C=C/c2ccc(F)cc2)CC1	4%	i	i	0	-1.7	7%	-35	2%
Cc1ccsc1C1Nc2ccccc2-c2nc3ccccc3n21 (stereo not given)	-3%	i	i	2	-1.0	5%	4	21%
CC(=O)c1c(OCC(=O)N(C)C2CCCCC2)ccc2c(C)cc(=O)oc12	-6%	-9%	i	-1	-2.3	-7%	-21	3%
Cc1cccc(N2C(=O)Cc3ccccc3C2=O)c1	-2%	-22%	i	6	-3.0	-4%	7	16%
COc1cccc(C(=O)OCCN2CCOCC2)c1	-3%	i	i	8	0.3	18%	-1	-3%
CC(C)NC(=O)NC(=O)COC(=O)c1ccc(F)cc1F	2%	-17%	i	16	2.1	-6%	-9	4%
Cc1ccc(OCC(=O)NNC(=O)C2CCN(c3ncnc4sc(C)c(C)c34)CC2)cc1	-3%	-25%	i	20	-1.7	-6%	37*	5%
Nc1c(C(=O)OCC(=O)NCc2ccccc2)[nH]c(=O)[nH]c1=O	-6%	i	i	2	-1.5	-25%	1	-6%
CCCCOC(=O)c1nc[nH]c1C(=O)OCCCC	-4%	i	i	8	-2.1	7%	3	-4%
CCCCOc1ccc(S(=O)(=O)NCc2csc(C)n2)cc1	0%	i	i	13	-0.2	0%	1	7%
COc1ccc(NC(=O)CCN(c2ccc(OC)cc2)S(=O)(=O)c2ccc(C)c(C)c2)cc1	.	-47%	i	34	-1.4	-17%	-6	-6%
Cc1nc2ccccc2nc1OCc1ccc([N+](=O)[O-])cc1	-1%	-13%	i	2	0.6	4%	15	9%
CN(CC1CCOCC1)C(=O)CC1C(=O)NCCN1CC1CCCCC1 (stereo not given)	1%	8%	i	-9	1.1	8%	-1	-1%
COc1ccc(Cl)cc1N(CC(=O)Nc1ccc2c(c1)OCO2)S(C)(=O)=O	0%	i	i	?	-2.7	-4%	-1	-8%
O=c1[nH]nc(Sc2ccccc2)c(=S)[nH]1	.	i	i	17	0.6	-5%	7	-5%
COc1cc(NC(=O)COC(=O)Cn2cnc3c2c(=O)n(C)c(=O)n3C)cc(OC)c1	0%	24%	i	8	0.5	2%	2	6%
COc1ccc2nc(NC(=O)CSc3nc(SC)ns3)sc2c1	-3%	-32%[inhibitor]	i	-8	-0.5	3%	-1	16%
COc1cc(Cl)c(C)cc1NC(=O)c1ccc(S(C)(=O)=O)cc1	1%	i	i	4	0.5	-12%	14	7%
O=C(Nc1ccccc1)Nc1ccccc1-n1ccnc1	1%	i	i	7	-1.3	6%	6	6%
Nc1nc2c(Cl)ccc(Cl)c2s1	2%	i	i	16	-0.8	5%	3	2%
COC(=O)c1c(NC(=O)CS(=O)(=O)c2ccccc2)sc(C)c1C	-11%	-52%[inhibitor]	i	-14	0.8	2%	-10	16%
CC(C)(C)c1csc(NC(=O)c2ccc3nccnc3c2)n1	0%	-6%[57.5 µM]	i	2	-7.0	-12%	-11	-61%[inhibitor]

Just EPAC2 antagonist (2 entries from above):
| Molecule | EPAC2 antagonist |
| --- | --- |
| CC(C)(C)c1csc(NC(=O)c2ccc3nccnc3c2)n1 | -12% |
| CC(=O)c1c(OCC(=O)N(C)C2CCCCC2)ccc2c(C)cc(=O)oc12 | -7% |

Remaining list, next part
SMILES	Mm-Cpn inhibitor	PTHR1 agonist	pAkt inh	D3 antag	CCT modulator	EPAC2 antagonist	D3 ag	EPAC2 ag
Cc1c(NC(=O)c2cccs2)cccc1C(=O)O	1%	i	i	-6	-1.3	7%	3	-7%
CC(C)(C)OC(=O)N1CCN(C(=O)c2nc[nH]c2C(=O)N2CCN(c3ccccc3)CC2)CC1	?	-6%	i	5	0.9	-4%	1	10%
CN(CCCNC(=O)Cn1cccc1C(=O)c1ccccc1)C1CCCCC1	-2%	-10%	i	-7	0.0	0%	-8	0%
Cc1cccc(/C=C(\C(=O)O)c2ccc(S(=O)(=O)N3CCCC3)s2)c1	-2%	15%	i	-22	-1.0	-4%	0	11%
COc1ccccc1N(CC(=O)NC1CCCCC1)C(=O)c1csnn1	0%	-25%[57.5 µM]	i	-5	0.3	2%	0	11%
Cc1ccc(OCCNC(=O)Cc2ccc(F)cc2)cc1	0%	-2%	i	-4	-1.6	3%	-1	0%
O=C1CSc2ccc(S(=O)(=O)N3CCN(c4ccccc4)CC3)cc2N1	-9%	-21%	i	4	-0.4	4%	5	0%
CC(C)Oc1cc(C(=O)NC2CCCCC2)c2ccccc2n1	1%	-6%	i	10	-3.2	-10%	13	6%
O=C(COC(=O)Cc1ccccc1[N+](=O)[O-])NCc1ccccc1Cl	1%	i	i	-7	-0.6	-12%	1	1%
O=C(COc1cccc(C(F)(F)F)c1)NCC(c1ccco1)N1CCCC1 (stereo not given)	-3%	i	i	-15	0.7	7%	-2	-13%
Cc1ccc(NC(=O)CSC2=C(C#N)C(c3ccco3)C3=C(CCCC3=O)N2)cc1 (stereo not given)	-15%	-17%	i	-16	-2.1	-1%	0	12%
CC(C)c1ccccc1NC(=S)NCc1ccncc1	0%	i	i	5	-1.0	-6%	24	4%
COc1ccccc1-n1cnc2cc(C(=O)NCc3ccco3)ccc21	-1%	0%[57.5 µM]	i	-9	-2.2	8%	-13	-12%
Cn1c(-c2sc3ccccc3c2Cl)n[nH]c1=S	?	i	i	-76*	0.8	6%	-6	4%
C[C@@H]1NC(=O)[C@@]2(C)[C@@H](c3ccccc3)[C@H]3COc4ccc(Cl)cc4[C@@H]3N2C1=O	-1%	i	i	7	0.5	2%	9	9%
CC(=O)Nc1ccc(SCC(=O)c2cc(C)n(Cc3cccs3)c2C)cc1	1%	-26%[57.5 µM]	i	-16	-1.9	0%	3	-4%
CC1(C(=O)NC2CCCCC2)CCC(=O)N1CC(F)(F)F (stereo not given)	.	-24%	i	-4	-1.2	18%	8	8%
COc1ccc(/C=N/Nc2ncnc3sc4c(c23)CCCC4)cc1O	-1%	-52%[inhibitor]	i	-20	-0.5	-21%	-2	6%
O=C1CC(c2ccccc2)(c2ccccc2)c2ccccc21	.	-30%	i	-26	0.5	?	-1	12%

Of the compounds above, three contain a tert-butyl group.
SMILES	Mm-Cpn inhibitor	PTHR1 agonist	pAkt inh	D3 antag	CCT modulator	EPAC2 antagonist	D3 ag	EPAC2 ag
CCCCNC(=O)CCNC(=O)c1ccc(C(C)(C)C)cc1	2%	-1%	i	-6	-0.5	9%	-8	-15%
CC(C)(C)c1csc(NC(=O)c2ccc3nccnc3c2)n1	0%	-6%[57.5 µM]	i	2	-7.0	-12%	-11	-61%[inhibitor]
CC(C)(C)OC(=O)N1CCN(C(=O)c2nc[nH]c2C(=O)N2CCN(c3ccccc3)CC2)CC1	?	-6%	i	5	0.9	-4%	1	10%
